NS5 inhibitors: flavivirus cap methylation enzyme inhibition – biochemical, confirmation dose response, primary screen (AID 588689); Dengue-2 NS5 methyltransferase capping enzyme assay, biochemical; higher % means a stronger effect; 340,000 tested, 0.3% active; inhibition, % at 25 µM; hits with a dose series show IC50 in µM; in the data active means a potency from the dose series; inconclusive means inhibition above about 29% without an active follow-up result
Myeloid diff MLP: promotes myeloid progenitor differentiation. AID 624256. ER-HoxA9 myeloid progenitors, lysozyme-GFP differentiation, flow cytometry. calls only at 10 µM. 360,000 tested, 1% active;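 active means normalized GFP-positive differentiation at or above the plate's own cutoff, the solvent-only control mean plus 3 SD; inconclusive means no clear call, values can overlap the other calls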;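 further: cells exposed to compound for four days before flow analysis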
NS5 inhibitors pilot replicate: also measured in NS5 inhibitors; calls as there; inhibition, %; measured here: pilot screen replicate inhibition
Myeloid diff MLP GFP+ MAC1+ %: second read-out of Myeloid diff MLP, no call of its own (marks repeat the call); GFP+ MAC1+ double positive, %; measured here: differentiation confirmed by MAC1 staining
An asterisk follows results filed as active; i = inactive; ? = inconclusive; . = not tested or not shown; + = active, no number.

SMILES | NS5 inhibitors | Myeloid diff MLP | Myeloid diff MLP GFP+ MAC1+ % | others
COc1cc(NC(=O)CSCC(=O)N(C)C2CCCCC2)cc(OC)c1 | -1.5% | i | 0.7
COc1cccc(CNC(=O)CCC(=O)N2CCOCC2)c1 | -0.7% | i | 0.8
CCOc1ccc(OC(=O)c2cccc(S(=O)(=O)N3CCN(C)CC3)c2)cc1 | -1.5% | i | 1.4
CSCC[C@H](NC(=O)c1cccc(S(=O)(=O)N2CCCCCC2)c1)c1nc2ccccc2[nH]1 | -5.4% | i | 0.9
CS(=O)(=O)c1ccc(C(=O)CN2C(=O)NC3(CCCc4ccccc43)C2=O)cc1 (stereo unspecified) | -4.3% | i | 0.7
CCOc1ccc(/C=N/NC(=O)c2ccccc2C)cc1CN1CC2CC(C1)c1cccc(=O)n1C2 (stereo unspecified) | -4.4% | i | 3.4
CN(CC(=O)Nc1ccc(F)cc1)C(=O)COC(=O)/C=C/c1ccc(OC(F)F)cc1 | 0.0% | i | 0.6
Cc1c(C(=O)O)sc(S(=O)(=O)N2CCN(C(=O)Cc3ccccc3Cl)CC2)c1C(=O)O | -10.3% | i | 0.5
O=C(CN1C(=O)NC2(CCCCC2)C1=O)N1CCOCC1 | -8.4% | i | 0.3
c1ccc(COc2ncnc3c2ncn3CCCNCc2ccc3c(c2)OCO3)cc1 | 1.9% | i | 0.4
CCOC(=O)C1CCN(C(=O)c2cccc(S(=O)(=O)N3CCCc4ccccc43)c2)CC1 | 4.4% | i | 0.9
COc1ccccc1N1C(=O)CC(c2ccccc2)CC1=O | -5.6% | i | 0.3
COc1ccc(NC(=S)Nc2ccc(S(=O)(=O)N3CCCCC3)cc2)cc1 | -5.8% | i | 0.2
CCCCN(C(=O)CC1CCCCC1)c1c(N)n(CCCC)c(=O)[nH]c1=O | -9.8% | i | 0.6
CC1CCCC(NC(=O)COC(=O)c2ccc(Br)o2)C1C (stereo unspecified) | -4.6% | i | 0.6
Cc1cc(NC(=O)COC(=O)c2ccccc2O)no1 | -9.3% | i | 0.2
CC(Sc1n[nH]c(=O)n1Cc1ccccc1)C(=O)NC1CCCCC1C (stereo unspecified) | -2.2% | i | 1.1
O=C1CCCN1C(=O)CSc1nnnn1-c1ccccc1 | -6.5% | i | 0.7
CC(OC(=O)Cn1[nH]c(=O)c2ccccc2c1=O)C(=O)NC1(C#N)CCCCC1 (stereo unspecified) | 5.1% | i | 0.7
Cc1ccc(CNC(=O)CN2NS(=O)(=O)c3ccccc3C2=O)cc1 | -1.7% | i | 0.7
O=C(Cc1cccc(NC(=O)C2CCCN(C(=O)CCc3ccccc3)C2)c1)Nc1cccc(C(=O)N2CCCCC2)c1 (stereo unspecified) | 3.3% | i | 1.0
CN1CCCC1CCNc1ccc2sc3ccccc3c(=O)c2c1 (stereo unspecified) | 21.1% | + | 6.3*
O=C1NC(CCO)C(=O)NC1CCO (stereo unspecified) | -9.7% | i | 0.7
O=C(c1ccc2c(c1)C(=O)N(Cc1ccncc1)C2=O)N1CCN(S(=O)(=O)c2ccc(OC(F)(F)F)cc2)CC1 | 3.0% | i | 1.1
O=C(CCS(=O)(=O)c1ccc(Cl)cc1)Nc1cccc(S(=O)(=O)N2CCCCCC2)c1 | -1.5% | i | 1.8

Additional results
SMILES | NS5 inhibitors | Myeloid diff MLP | Myeloid diff MLP GFP+ MAC1+ % | others
COc1ccc(CCNC(=O)CN(C)S(=O)(=O)c2cccs2)cc1 | 3.7% | i | 1.1
Cc1ccc(C(=O)NNC(=O)c2cccc3ccccc23)cc1 | -5.8% | i | 0.9
COc1ccc(S(=O)(=O)N2CCOCC2)cc1NC(=O)CCNC(=O)c1ccc(Cl)cc1 | -13.2% | i | 0.7
O=C(c1ccc(CS(=O)c2ccc(Br)cc2)o1)N1CCN(C2CCCCC2)CC1 (stereo unspecified) | -2.9% | i | 1.8
Cc1ccc(S(=O)(=O)N2CCCN(C(C)c3nc4ccccc4c(=O)[nH]3)CC2)cc1 (stereo unspecified) | -1.6% | i | 0.5
O=C(CSC1=Nc2ccccc2C2CC=NN12)NCc1ccco1 (stereo unspecified) | 0.8% | i | 1.1
COC(=O)N(C)C[C@H]1OCc2cnnn2CCCC(=O)N([C@@H](C)CO)C[C@H]1C | 2.8% | i | 0.2
CSCCC(NC(=O)c1ccco1)C(=O)NCCc1ccc(F)cc1 (stereo unspecified) | 4.6% | i | 0.4
CN1CC[C@]23c4ccccc4N[C@H]1[C@]21CCN(C)[C@H]3Nc2ccccc21 | -1.5% | i | 2.0
CC(=O)N1CCN(C(=O)c2ccc(Cl)c(S(=O)(=O)N3CC(C)OC(C)C3)c2)CC1 (stereo unspecified) | 0.0% | i | 1.1
O=C(Nc1ccc(C(F)(F)F)cc1)C1=NN(C2CCS(=O)(=O)C2)C(=O)CC1 (stereo unspecified) | 4.6% | i | 0.1
Cc1ccc(NC(=O)CNC(=O)c2cccs2)c(O)c1 | 4.3% | i | 1.9
CCOC(=O)C1CCN(S(=O)(=O)NC[C@H]2O[C@@H](n3cnc4c(N)ncnc43)[C@H](O)[C@@H]2O)C1 (stereo partly specified) | -3.9% | i | 0.4
C=CCn1nc(C(=O)OCC)cc1-c1sc(NC(=O)c2ccccc2)nc1C | -2.8% | i | 0.4
O=C(CN1C(=O)NC2(CCCC2)C1=O)OCc1ccc(Br)cc1 | -0.7% | i | 0.5
CC(Sc1ccccc1)C(=O)N/N=C/c1ccccc1 (stereo unspecified) | 3.8% | i | 0.8
CN(CCc1ccccc1)C(=O)c1cccc(NC(=O)Cc2cccc(NC(=O)C3CCN(C(=O)C4CCCCC4)CC3)c2)c1 | -5.2% | i | 0.5
N#C/C(=C\c1ccc(O)c(O)c1)C(=O)c1ccc(O)c(O)c1 | -3.0% | i | 1.3
Cc1ccc(NC(=O)CN2C(=O)C(=O)N(C3CCCC3)C2=O)cc1Cl | 6.8% | i | 0.4
CN1C[C@@H]2[C@@H]3C(=O)N(Cc4ccccc4)C(=O)[C@@H]3[C@](Cc3ccccc3)(C1=O)N2C(=O)c1ccc(Cl)c(Cl)c1 | -10.5% | i | 0.9
CSCCC(NS(=O)(=O)c1ccc2c(c1)OCCO2)C(=O)N(C)Cc1ccccc1F (stereo unspecified) | -1.6% | i | 0.4
Cc1cc(C)nc(N2CCN(c3nc(-c4ccccc4)nc4c3oc3ccccc34)CC2)n1 | 0.8% | i | 0.4
O=C(c1cnc(Cl)c(Cl)c1)N1CCN(S(=O)(=O)c2ccc3ccccc3c2)CC1 | -0.7% | i | 1.2
Cc1cc(Br)ccc1NC(=O)CN(C)C(=O)CN1C(=O)NC(C)(C2CC2)C1=O (stereo unspecified) | -10.8% | i | 0.8
CCOCc1nc(N)nc(N)c1-c1cccc(Cl)c1 | -4.6% | ? | .

The results go on.
SMILES | NS5 inhibitors | Myeloid diff MLP | Myeloid diff MLP GFP+ MAC1+ % | others
O=C(COC(=O)c1cc(-c2ccccc2)nc2ccccc12)NC1CC1 | -1.1% | i | 1.3
CC1CCCC(C)N1C(=O)COC(=O)CSc1ccc(C(N)=O)cc1[N+](=O)[O-] (stereo unspecified) | 2.2% | i | 0.9
Cc1ccc(C)c(OCCC(=O)OCC(=O)Nc2cc(S(=O)(=O)N3CCCCC3)ccc2C)c1 | -7.8% | i | 0.6
CCN(CC(=O)Nc1cc(S(=O)(=O)N2CCOCC2)ccc1Cl)Cc1ccccc1 | -6.7% | i | 0.5
OCCNc1nc(Nc2ccc(Cl)cc2)nc(N2CCCC2)n1 | -7.1% | i | 1.2
CCCC#Cc1cnc2c(c1)C(=O)N([C@H](C)CO)C[C@H](C)[C@@H](CN(C)C(=O)CCN1CCCCC1)O2 | -6.6% | i | 1.4
CC(OC(=O)/C(C#N)=C/c1ccco1)C(=O)N(C)c1ccccc1 (stereo unspecified) | -18.3% | i | 1.1
COCC(C)n1c(SCC(=O)Nc2ccc3c(c2)OCCO3)nc2ccccc2c1=O (stereo unspecified) | -1.5% | i | 0.5
Cc1ccc(S(=O)(=O)NCCC(=O)NCC(c2ccc(F)cc2)N2CCOCC2)cc1 (stereo unspecified) | -3.7% | i | 0.4
CN(Cc1cnn(Cc2ccccc2)c1)C(=O)CN=C1NS(=O)(=O)c2ccccc21 | -5.9% | i | 0.8
CC(=O)C[C@H](O)CC(=O)[C@@H]1OC(=O)CCCCCc2ccccc21 | -0.3% | i | 0.4 | NS5 inhibitors pilot replicate=4.8
CC1(C)COC(c2ccccc2Cl)OC1 | -6.4% | i | 1.4
CC[C@]12c3[nH]c4ccccc4c3CCN1C(=O)C(CC(=O)NC(C)(C)C)C[C@@H]2C(=O)N1CCN(C(=O)C2CC2)CC1 (stereo partly specified) | -2.0% | i | 0.4 | NS5 inhibitors pilot replicate=-6.4
Cc1ccsc1C(=O)NCCc1ccco1 | -2.6% | i | 1.1
CC(C)c1csc(CN2CCC(C(=O)Nc3cccc(-c4ccco4)c3)CC2)n1 | -12.6% | i | 0.5
N#CCC(=O)Nc1ccc(C(=O)NNC(=S)NC2CC2)cc1 | -5.9% | i | 0.9
Cc1ccc([C@H]2C(C(=O)O)=CC[C@@H](c3cccc(Cl)c3)N2S(=O)(=O)c2ccc(C)cc2)cc1 | 16.6% | i | 0.8 | NS5 inhibitors pilot replicate=2.8
Cc1nc(CN2CCCCC2)c(O)c(=O)[nH]1 | 1.2% | i | 1.1
Clc1nnc(NC2CCCCC2)c(Cl)c1Cl | 2.3% | i | 0.7
Cc1cn([C@H]2C[C@H](O)[C@@H](CCC(=O)NCCc3cnc[nH]3)O2)c(=O)[nH]c1=O | -6.9% | i | 0.1 | NS5 inhibitors pilot replicate=-3.3
COc1ccccc1CCNC(=O)c1cc(C2CC2)nc2c1cnn2C(C)C | -4.3% | i | 0.9
CC(OC(=O)/C=C/c1ccc2ccccc2n1)C(=O)N(C)c1ccccc1 (stereo unspecified) | -1.1% | i | 1.7
CN(Cc1ccccc1)C(=O)c1ccc(NC(=O)Cc2cccc(NC(=O)C3CCN(C(=O)C4CC4)CC3)c2)cc1 | -1.4% | i | 0.7
Cn1cccc1C(=O)NCC(c1ccco1)N1CCCCC1 (stereo unspecified) | -6.6% | i | 0.8
CCOC(=O)N1CCN(C(=O)c2ccc3oc(CCc4ccccc4)nc3c2)CC1 | -1.1% | i | 1.0

Further compounds.
SMILES | NS5 inhibitors | Myeloid diff MLP | Myeloid diff MLP GFP+ MAC1+ % | others
O=C(CSc1nc2ccccc2c(=O)n1-c1ccc(OC(F)F)cc1)NC1CC1 | -1.5% | i | 0.1
CCN1C(=O)[C@@H]2[C@@H](c3ccc(-c4ccc(C(C)=O)cc4)cc3)N3CCCC[C@@]3(C(=O)OC)[C@@H]2C1=O | -8.2% | i | 4.0
CCCn1c(N)c(N(CCOC)C(=O)COC(=O)CSc2cc(C)c3ccccc3n2)c(=O)[nH]c1=O | 4.4% | i | 0.9
CC(C)(C)OC(=O)N1CCC(C(=O)Nc2ccc(C(=O)NC3CC3)cc2)CC1 | -2.6% | i | 0.7 | NS5 inhibitors pilot replicate=1.8
COCCCNC(=O)C(=O)Nc1ccc2c(c1)N(S(=O)(=O)c1cccs1)CCC2 | -3.6% | ? | .
CC(=O)Nc1cc2c(cc1[N+](=O)[O-])-c1ccccc1C2=NO | -10.5% | i | 0.8
C[C@@H]1CCC(=O)N(CC[C@H](Sc2ccc(Br)cc2)c2ccccc2)CC1 | -3.9% | i | 2.4
CC(C)c1ccc(C(=O)OCC(=O)Nc2cccc(S(=O)(=O)NC3=NCCC3)c2)cc1 | 0.0% | i | 1.0
CCc1cc(CNC(=O)C2CCC(=O)N(Cc3ccccc3F)C2)on1 (stereo unspecified) | 0.6% | i | 0.6
C=CCN(c1ccccc1)S(=O)(=O)c1cccc(C(=O)Nc2cc(C)ccn2)c1 | -6.6% | i | 0.9
Cc1cccc(Cn2nnc3ccccc32)c1O | -1.6% | i | 1.9
COc1cccc(OC)c1C(=O)OCc1c(-c2ccccc2)ncc2ccccc12 | -0.8% | i | 1.4
OCCNc1nc(Nc2cc(Cl)ccc2OC2CCCC2)nc(N2CCCC2)n1 | -3.1% | i | 1.0
COc1ccc(SC[C@H](C)CN2CC[C@H](C(C)(C)C)CCC2=O)cc1 | 0.0% | i | 1.2
COC(=O)c1c(C)[nH]c(C(=O)C(C)OC(=O)C2CC(=O)N(CCc3ccccc3)C2)c1C (stereo unspecified) | 5.8% | i | 1.1
CCCN=C1N(C)C[C@@H]2[C@@H]3C(=O)N(Cc4ccccc4)C(=O)[C@@H]3[C@](CC)(C(=O)OC)N12 | -3.0% | i | 1.0 | NS5 inhibitors pilot replicate=-1.2

From PubChem

An excerpt; the hit share may differ from the screen's.
